FBW7 activator: human FBW7 E3 ligase activation, primary screen; Q969H0; AlphaScreen FBW7–phospho-cyclin E peptide binding, activator screen; normalized activity (activation), % at 26.1 µM; 650,000 tested, 0.13% active; AID 1259310; in the data active = normalized activity above about 1.9%;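 note: purified mutant Fbw7 with reduced substrate affinity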
GPR151 ag: human GPR151 activation | Q8TDV0 | PathHunter beta-arrestin GPR151 cells, luminescence | activation, % at 11.2 µM | 650,000 tested, 1% active | AID 1508602; in the data active = activation above about 4.9%;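 note: 0% = median of compound wells and 100% = cells with positive control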
Target sequence (Q8TDV0 whole entry, looked up): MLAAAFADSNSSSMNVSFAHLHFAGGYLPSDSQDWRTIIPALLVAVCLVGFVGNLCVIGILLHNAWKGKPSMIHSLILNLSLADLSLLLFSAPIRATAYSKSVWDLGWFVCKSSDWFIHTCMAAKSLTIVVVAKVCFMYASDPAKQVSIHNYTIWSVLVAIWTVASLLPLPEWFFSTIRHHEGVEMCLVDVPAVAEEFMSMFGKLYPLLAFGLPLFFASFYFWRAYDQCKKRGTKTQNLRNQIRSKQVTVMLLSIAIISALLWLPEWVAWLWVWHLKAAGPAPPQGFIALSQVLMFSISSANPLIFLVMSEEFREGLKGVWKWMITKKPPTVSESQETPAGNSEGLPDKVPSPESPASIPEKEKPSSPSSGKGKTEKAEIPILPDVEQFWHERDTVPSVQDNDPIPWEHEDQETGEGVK
TEAD-YAP block: TEAD-YAP interaction inhibition. HEK-TIYL cells, TEAD-Gal4/YAP UAS-luciferase luminescence. inhibition, % at 9.12 µM. 640,000 tested, 1.4% active; in the data active = inhibition above about 32%;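 note: 0% = median of test compound wells and 100% = reference inhibitor wells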
MITF inh: blocks human microphthalmia-associated transcription factor | O75030 | AlphaScreen MITF homodimerization, bead proximity signal | inhibition, % at 2.6 µM | 650,000 tested, 0.91% active | AID 1259374; in the data active = inhibition above about 50%;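 note: 0% = vehicle wells with protein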
Target sequence (O75030 whole entry, looked up): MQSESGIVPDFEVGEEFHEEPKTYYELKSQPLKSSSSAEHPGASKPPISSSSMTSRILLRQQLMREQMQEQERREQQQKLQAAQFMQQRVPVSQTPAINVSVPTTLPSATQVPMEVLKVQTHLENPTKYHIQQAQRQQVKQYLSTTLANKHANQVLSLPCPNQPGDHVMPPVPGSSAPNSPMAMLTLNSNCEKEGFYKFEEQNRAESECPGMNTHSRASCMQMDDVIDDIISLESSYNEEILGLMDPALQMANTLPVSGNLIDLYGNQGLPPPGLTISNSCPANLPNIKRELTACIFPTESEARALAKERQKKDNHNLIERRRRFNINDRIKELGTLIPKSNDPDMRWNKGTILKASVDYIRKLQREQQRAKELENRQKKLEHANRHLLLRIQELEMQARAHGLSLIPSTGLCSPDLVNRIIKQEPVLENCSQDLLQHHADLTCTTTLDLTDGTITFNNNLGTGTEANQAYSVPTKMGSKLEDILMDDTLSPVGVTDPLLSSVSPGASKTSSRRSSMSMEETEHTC
An asterisk follows results filed as active. Outcome played no part in choosing rows; about 3.4% have a hit in one of these screens.

The opening 4 entries, ahead of the listing:
Keys: A = FBW7 activator; B = GPR151 ag; C = TEAD-YAP block; D = MITF inh
1) COc1ccc(C2=NC(c3cccs3)NC(c3ccccc3O)C2)cc1 (centres undefined)
  A: -0.2; B: 1.2; C: -62; D: 11

2) COc1ccc(C(=O)OCC(=O)Nc2c(Cl)cccc2C(F)(F)F)cc1[N+](=O)[O-]
  A: 0.1; B: 1.2; C: -2; D: 0

3) O=C(NC1CC1)c1cnc(NCCCN2CCCC2=O)s1
  A: -0.1; B: 6.0*; C: 2; D: 3

4) Cc1ccc(C)n1-c1ccc(-c2ccnc(N)n2)cc1
  A: -0.2; B: 1.5; C: -2; D: -13

The whole of this part (from the top)
Keys: A = FBW7 activator; B = GPR151 ag; C = TEAD-YAP block; D = MITF inh
1) COc1ccc(C2=NC(c3cccs3)NC(c3ccccc3O)C2)cc1 (centres undefined)
  A: -0.2; B: 1.2; C: -62; D: 11

2) COc1ccc(C(=O)OCC(=O)Nc2c(Cl)cccc2C(F)(F)F)cc1[N+](=O)[O-]
  A: 0.1; B: 1.2; C: -2; D: 0

3) O=C(NC1CC1)c1cnc(NCCCN2CCCC2=O)s1
  A: -0.1; B: 6.0*; C: 2; D: 3

4) Cc1ccc(C)n1-c1ccc(-c2ccnc(N)n2)cc1
  A: -0.2; B: 1.5; C: -2; D: -13

5) COc1ccc(CCC(=O)NNC(=S)NC2CCCC2)cc1
  A: 0.6; B: 1.7; C: 9; D: -2

6) c1ccc(CNCc2csc(-c3ccccc3)n2)cc1
  A: -0.1; B: -2.7; C: -27; D: 43

7) CC1CN(c2ccc(Br)cc2)c2nc3c(c(=O)[nH]c(=O)n3C)n2C1 (centres undefined)
  A: -0.1; B: 0.6; C: 1; D: 3

8) Cc1ccc(-n2c(SCC(=O)Nc3ccccc3C(F)(F)F)nc3[nH]ncc3c2=O)cc1Cl
  A: 0.0; B: 0.1; C: 12; D: -11

9) CC1=C(C(=O)Nc2ccccc2)C(c2ccco2)C(C#N)=C(SCC(=O)c2ccccc2)N1 (centres undefined)
  A: 0.1; B: 0.7; C: -2; D: 1

10) O=C(NCCSc1ccccc1)c1ccc(I)cc1
  A: -0.2; B: -2.0; C: -53; D: -4

11) Cc1cc(C(=O)NCc2ccccc2Br)no1
  A: 0.1; B: 0.2; C: -17; D: 2

12) COc1ccccc1NC(=O)CSc1nnnn1Cc1ccccc1
  A: 0.1; B: 0.6; C: -15; D: -2

13) N#CC1=C(N)S[C@@H](C(=O)c2ccc(F)cc2)[C@@H]1c1cccs1
  A: -0.2; B: -0.7; C: 1; D: -4

14) CS(=O)(=O)N1CCCC(CCC(=O)NCc2ccccc2F)C1 (centres undefined)
  A: -0.2; B: 0.8; C: 8; D: -7

15) COc1ccc(NC(=O)CCCCCn2c(SCc3cc(=O)n4ccccc4n3)nc3ccsc3c2=O)cc1
  A: 0.0; B: 3.7; C: 4; D: -2

16) CCCCCCc1c(O)nc(SCCN(C)C)n(-c2ccccc2)c1=O
  A: -0.2; B: 1.2; C: 7; D: 0

17) Clc1ccc(-c2cc(-c3ccc4ccccc4c3)nc(-c3ccc4ccccc4c3)c2)cc1
  A: 0.1; B: -0.9; C: -5; D: -12

18) COc1ccc(C2CC(=O)C3=C(C2)Nc2ccccc2NC3c2cc(C)ccc2C)cc1 (centres undefined)
  A: -0.1; B: -1.3; C: 0; D: 7

19) O=C(c1ccccc1)N1CCN(CC(O)COCC2CC=CCC2)CC1 (centres undefined)
  A: -0.1; B: -1.1; C: 0; D: 9

20) COCCN1CCN(Cc2nc(CCc3ccccc3)no2)CC1
  A: 0.2; B: 0.4; C: -3; D: 7

21) Cc1nccn1CCCNC(=O)CC1C(=O)NCCN1Cc1ccc2ccccc2c1 (centres undefined)
  A: -0.1; B: 2.0; C: -11; D: 10

22) CC1CCN(CCC(=O)Nc2ccc(F)c(F)c2)CC1
  A: 0.6; B: -0.2; C: 0; D: 15

23) COc1ccccc1N1CCN(C(=O)CSc2nc3ccccc3c(=O)n2Cc2cccs2)CC1
  A: 0.2; B: -0.5; C: -8; D: -2

24) Cc1nc(C)c(/C(O)=C/c2nc3ccc([N+](=O)[O-])cc3oc2=O)s1
  A: 0.4; B: -0.8; C: -2; D: 34

25) CCCCn1c(SCC(=O)NC(C)CC)nnc1-c1ccoc1C (centres undefined)
  A: -0.1; B: 0.4; C: 5; D: 15

26) COc1cc(N)c(Cl)cc1C(=O)OCC(=O)Nc1ccccc1Br
  A: -0.2; B: 1.8; C: 0; D: -4

27) Cc1ccccc1NC(=O)Cn1cnc2c(nnn2Cc2ccc(Cl)cc2)c1=O
  A: 0.1; B: 4.2; C: 2; D: -2

28) O=C(NC1CCSC1=O)c1ccc(C(=O)NC2CCSC2=O)cc1 (centres undefined)
  A: 0.0; B: -0.4; C: 4; D: -1

29) N#Cc1cc([N+](=O)[O-])ccc1NCCn1c(=S)[nH]c2ccc(Cl)cc2c1=O
  A: -0.1; B: 1.2; C: -4; D: 0

30) CCOc1ccccc1C(=O)N(Cc1cc2cc(C)ccc2n2nnnc12)CC1CCCO1 (centres undefined)
  A: -0.1; B: -0.2; C: -3; D: -2

31) c1cc(NCCCN2CCOCC2)n2ncc(-c3ccoc3)c2n1
  A: -1.0; B: 1.2; C: 0; D: 8

32) Cc1ccc(N(Cc2ccc(C(=O)NCCOc3ccc(C(C)(C)C)cc3)cc2)S(C)(=O)=O)cc1C
  A: 0.2; B: 0.1; C: -1; D: 5

33) Cc1ccc(S(=O)(=O)N(C)CCCC(=O)Nc2ccc(C)cc2C)cc1
  A: -0.1; B: 1.4; C: 21; D: -1

34) CCOCCOC(=O)C1=C(C)NC2=C(C(=O)CC(c3ccc(Cl)cc3)C2)C1c1ccccc1F (centres undefined)
  A: 0.5; B: -1.7; C: 10; D: 16

35) CC(C)c1ccc(C(=O)COC(=O)C(O)c2ccccc2)cc1 (centres undefined)
  A: 0.0; B: -1.1; C: 3; D: -4

36) O=C1CCCN1CCCNc1nccc(NCc2cccc(C(F)(F)F)c2)n1
  A: 0.0; B: 0.4; C: 25; D: 12

37) Cn1c2ccccc2n2cc(-c3ccc4c(c3)OCO4)nc12
  A: 0.3; B: 0.2; C: -55; D: 0

38) C=CCc1ccccc1OCCCNCCCOC
  A: 0.0; B: 2.8; C: 2; D: 65*

39) Cn1cc(CC(=O)NC2CCCCCC2)c2ccccc21
  A: 0.7; B: 0.7; C: -5; D: 17

40) NC(=O)NC(CC(=O)NNC(=O)c1ccc2c(c1)OCO2)c1ccccc1Cl (centres undefined)
  A: 0.3; B: 2.3; C: -1; D: 1

41) COc1ccccc1CN=C(N)N
  A: 0.5; B: -0.9; C: -9; D: -3

42) Cc1cccnc1NC(=O)NC(C)(C(F)(F)F)C(F)(F)F
  A: 0.0; B: -0.1; C: 6; D: 1

43) COC(=O)C1=C(C)NC(=O)NC1c1ccc(O)c(Br)c1 (centres undefined)
  A: -0.1; B: -0.9; C: -10; D: 26

44) CC(=O)c1ccc(N2CCN(c3ccc4ccccc4n3)CC2)cc1
  A: 0.0; B: 0.4; C: -5; D: 12

45) Cc1ccc(-n2c(SCc3ccc(Br)cc3)nc3sc4c(c3c2=O)CCCC4)cc1
  A: 0.1; B: 1.1; C: 1; D: 10

46) Cc1cc(C)n(C/C=C/Cn2nc(C)cc2C)n1
  A: 0.1; B: -0.6; C: -5; D: 0

47) O=S1(=O)N=C2CCCCCN2C(c2ccc(Br)cc2)N1 (centres undefined)
  A: 0.0; B: 0.0; C: -1; D: -3

48) O=C1OC(c2ccc(I)cc2)=N/C1=C\c1ccc(OCc2ccccc2)cc1
  A: 0.0; B: -0.2; C: 7; D: 1

49) Cc1ccc(CN2CCN(CC(=O)NC(C)c3ccccc3)C2=O)cc1 (centres undefined)
  A: 0.1; B: 0.9; C: 8; D: 5

50) O=C(NCCCc1ccccc1)c1ccc(Br)o1
  A: -0.1; B: 0.5; C: -27; D: 5

(listing goes on)
Keys: A = FBW7 activator; B = GPR151 ag; C = TEAD-YAP block; D = MITF inh
51) CC(=O)Cc1ccccc1OC(=O)c1cccc(C)c1
  A: -0.1; B: -2.2; C: 1; D: 8

52) CCOc1ccc2c(c1)c(C(C)=O)c(C)n2-c1ccc(OC)cc1
  A: -0.1; B: 0.4; C: -8; D: -9

53) O=C(N/N=C/c1ccncc1)c1ccccc1OCc1cccc(Br)c1
  A: -0.1; B: 0.4; C: 7; D: 12

54) Cc1cc(NC2CCCCC2)nc2ccccc12
  A: -0.1; B: 0.2; C: -12; D: -3

55) COc1cccc(-c2c(NC(=O)C(C)C)n(C)c3ccccc3c2=O)c1
  A: 0.4; B: -1.1; C: 4; D: -27

56) COCCNC(=O)CC(=O)N/N=C/c1ccc(O)c(OC)c1
  A: -0.1; B: -0.4; C: 3; D: -3

57) CCOC(=O)CSc1nc2c(c(=O)n1-c1ccccc1OC)C1(CCCCC1)Cc1ccccc1-2
  A: -0.1; B: 0.0; C: 5; D: 7

58) Cc1ccccc1-n1c(-c2ccncc2)n[nH]c1=S
  A: -0.1; B: 0.8; C: 2; D: 16

59) CC(=O)N1CCCN(C(=O)CC2C(=O)NCCN2Cc2ccc3ccccc3c2)CC1 (centres undefined)
  A: 0.2; B: -0.9; C: 2; D: 20

60) Fc1ccc(Nc2nc(NCc3ccco3)c3ccccc3n2)cc1
  A: 0.3; B: 0.5; C: 36*; D: 29

61) Cc1cccc(CN2CCC(N3CCC(C(=O)NC4CCC4)CC3)CC2)n1
  A: -0.2; B: 1.0; C: 6; D: -1

62) COc1ccc2c(c1OC)C(=O)OC2Nc1cc(C(F)(F)F)ccc1Cl (centres undefined)
  A: -0.1; B: -0.5; C: -3; D: -4

63) COc1cccc(C2=N/C(=C\c3cccc(Cl)c3Cl)C(=O)O2)c1
  A: 0.0; B: 0.6; C: -6; D: 1

64) CC(C)(CO)CN1C(=O)CCC1CCNCc1ccc(F)cc1 (centres undefined)
  A: -0.1; B: -0.6; C: -9; D: -2

65) CCOC(=O)C(Cc1ccc([N+](=O)[O-])cc1)N1C(=O)c2ccccc2C1=O (centres undefined)
  A: 0.0; B: 0.2; C: 2; D: 1

66) CCC(C)(C)n1nnnc1C(c1ccccc1F)N1CCC(C(N)=O)CC1 (centres undefined)
  A: 1.4; B: -0.5; C: -2; D: 19

67) COc1ccc2ccccc2c1C1C(C(C)=O)=C(C)N=c2s/c(=C\c3ccc(N(C)C)cc3)c(=O)n21 (centres undefined)
  A: -0.3; B: 2.5; C: -2; D: -6

68) COC(=O)Nc1ccc(OC)c(OC)c1
  A: -0.1; B: 0.5; C: 2; D: 3

69) O=S(=O)(c1ccc2ccccc2c1)N1CCSC1c1ccccc1Cl (centres undefined)
  A: 0.1; B: -2.0; C: 2; D: 18

70) O=C(N1CCOCC1)N1CCC(NC(=O)C23CC4CC(CC(C4)C2)C3)CC1
  A: -0.2; B: 0.4; C: -6; D: -17

71) COC(=O)N1CCC(C(=O)N(C)C(c2ccccc2)c2ncccc2C)CC1 (centres undefined)
  A: 0.2; B: 2.2; C: -1; D: 0

72) O=C(COc1ccccc1)NCC1(c2cccs2)CCOCC1
  A: -0.2; B: -1.4; C: -15; D: -2

73) Cn1c(COc2ccccc2)nnc1SCC(=O)Nc1ccc(F)c(F)c1
  A: 0.0; B: 0.7; C: 6; D: 6

74) CCc1ccc(OCC(=O)Nc2ccncc2)c(Br)c1
  A: 0.9; B: 1.1; C: 3; D: 9

Record cards, as listed above. Values in the order: FBW7 activator | GPR151 ag | TEAD-YAP block | MITF inh
Fc1ccc(Nc2nc(NCc3ccco3)c3ccccc3n2)cc1 across the screens: 0.3 | 0.5 | 36* | 29
COc1ccc2c(c1OC)C(=O)OC2Nc1cc(C(F)(F)F)ccc1Cl (centres undefined) across the screens: -0.1 | -0.5 | -3 | -4
O=S(=O)(c1ccc2ccccc2c1)N1CCSC1c1ccccc1Cl (centres undefined) across the screens: 0.1 | -2.0 | 2 | 18
COc1cccc(C2=N/C(=C\c3cccc(Cl)c3Cl)C(=O)O2)c1 across the screens: 0.0 | 0.6 | -6 | 1
O=C(COc1ccccc1)NCC1(c2cccs2)CCOCC1 across the screens: -0.2 | -1.4 | -15 | -2

Screening data as filed in PubChem.
